# Screening results (PubChem)
# Tat transport = blocks Tat-dependent protein export in E. coli | inhibition, % at 10 µM | hit rate 0.036% among 340,000 | E. coli MC4100 TorA-mCherry Tat export, fluorescence;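 active = mean replicate inhibition at least 50% and at least half of replicates individually reaching 50%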;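 also: exported cargo escapes ClpAP degradation while cytoplasmic cargo is degraded and loses fluorescence; 0% = median of neutral control wells and 100% = median of NaSCN control wells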
# MITF TRPM1 HTS = MITF TRPM1 promoter activation in melanoma cells. AID 588334. activation, % at 12.5 µM. SK-MEL-5 TRPM1-promoter luciferase, 24 h; % of positive control, neutral wells = 0. hit rate 0.75% among 300,000;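 active = mean activation of at least 80% with every replicate also reaching 80%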;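 also: 0% = neutral control wells and 100% = parthenolide positive control wells; values of inactives mirror those of a sister screen read the other way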
# SR-BI DiI-HDL act = SR-BI HDL lipid transfer activation; CHO ldlA[mSR-BI] cells, DiI-HDL uptake fluorescence, 3 h; 100 = double the neutral-control signal; hit rate 0.096% among 320,000; activation, % at 12.5 µM;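 active = mean replicate activation of at least 60% and every replicate at or above 60%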;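 also: 0% = median plate neutral-control signal and 100% = twice that signal; values of inactives mirror those of a sister screen read the other way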
#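 Material: SR-BI-overexpressing, LDLR-lacking CHO cells | Dosing: Single compound concentration, delivered by pin transfer | Probe or stimulus: Labelled HDL, 10 µg/mL | Signal: Bottom-read cell fluorescence after medium removal, ex 550/em 595 nm | Schedule: 3 h, 37 °C | Evaluation: HDL uptake via cellular fluorescence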
# Wnt act = Wnt/beta-catenin pathway activation; Wnt/beta-catenin reporter cell assay, activator, plate reader; activation, % at 9.35 µM; hit rate 1.2% among 300,000; in the data active = activation above about 30%, passing the limit was not always enough;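 also: 0% = neutral control wells and 100% = positive control wells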
# SR-BI DiI inh = mouse SR-BI HDL lipid transfer inhibition; Q61009; ldlA[mSR-BI] CHO cells, DiI-HDL uptake fluorescence, 3 h; hit rate 0.96% among 320,000; inhibition, % at 12.5 µM;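 active = mean replicate inhibition of at least 70% and a set share of replicates each scoring 70 or more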;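 also: 0% = median of neutral control wells and 100% = median of positive control wells; values of inactives mirror those of a sister screen read the other way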
# Target sequence (Q61009 whole entry, looked up): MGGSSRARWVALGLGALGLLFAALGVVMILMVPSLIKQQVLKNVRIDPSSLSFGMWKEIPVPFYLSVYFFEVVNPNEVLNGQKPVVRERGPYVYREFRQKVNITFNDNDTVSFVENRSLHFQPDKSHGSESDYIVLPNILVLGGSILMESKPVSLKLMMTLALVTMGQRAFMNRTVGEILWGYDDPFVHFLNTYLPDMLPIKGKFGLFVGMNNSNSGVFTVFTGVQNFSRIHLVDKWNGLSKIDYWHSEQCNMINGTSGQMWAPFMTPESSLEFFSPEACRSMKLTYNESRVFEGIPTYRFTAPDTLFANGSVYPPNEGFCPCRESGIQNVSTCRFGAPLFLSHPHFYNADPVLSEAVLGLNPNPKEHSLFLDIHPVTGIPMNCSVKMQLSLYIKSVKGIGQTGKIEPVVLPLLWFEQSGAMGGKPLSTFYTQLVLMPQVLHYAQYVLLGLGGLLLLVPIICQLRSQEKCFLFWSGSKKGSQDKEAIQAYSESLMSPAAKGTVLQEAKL
# Ecoli viability = bacterial growth inhibition, counter-screen for AddAB inhibitors | E. coli V3065 growth, OD600 absorbance, 18 h | inhibition, % at 11.9 µM | hit rate 0.27% among 330,000 | AID 449728;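 active = inhibition above the campaign's mean inhibition across all tested compounds plus 3 SD, cut at about 9.9% in these data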;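 also: uninfected addAB+ strain grown without phage in ampicillin broth; 0% = DMSO wells and 100% = ciprofloxacin 0.95 µg/ml wells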
# phage Ecoli inh = E. coli growth loss with phage present; growth absorbance; inhibition, % at 11.9 µM; hit rate 0.26% among 360,000; AID 651602; in the data active = inhibition above about 11%
# AddAB inh = less growth of phage-infected E. coli with AddAB. hit rate 0.29% among 330,000. inhibition, % at 11.9 µM. E. coli expressing H. pylori AddAB, absorbance growth; in the data active = inhibition above about 12%;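 also: 0% = vehicle wells of infected cells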
# CAL PDZ FP-1 = inhibitors of human CAL PDZ peptide binding. Q9HD26. purified CAL PDZ, TMR-peptide fluorescence polarization, 1 h. AID 504414. hit rate 0.02% among 330,000. inhibition, % at 20 µM;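 active = highest replicate inhibition of at least 40%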;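 also: plate controls were DMSO neutral control wells for no effect and unlabeled competitor peptide control wells for full effect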
#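 Test system: purified CerCALP PDZ construct; Compound dosing: one concentration, 20 µM compound; Also added: TMR-labelled reporter peptide T*-PRC34 bound in PDZ groove; Read-out: inhibition from polarization loss; Controls: unlabelled peptide and DMSO controls; Signal: FP readout, S and P plane fluorescence; Incubation: 1 h at RT.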
# CAL PDZ FP-2 = inhibitors of human CAL PDZ peptide binding | hit rate 0.92% among 300,000 | Q9HD26 | inhibition, % at 24.9 µM | AID 602252 | purified CAL PDZ, TMR-peptide fluorescence polarization, 1 h;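 active = mean inhibition of at least 30% with at least half of replicates also reaching 30%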;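 also: 0% = DMSO neutral control and 100% = excess unlabeled competitor peptide PRC23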
# Numbers without * were called inactive; x = not tested or not shown.
[1] Fc1cccc2sc(Nc3nc4c(F)cccc4s3)nc12
[2] CCCCC(=O)Nc1ccc(C(=O)Nc2ccc(S(=O)(=O)Nc3ccc(C)cc3)cc2)cc1
[3] Cc1ccc(SC2=C(C(=O)O)CCCC2)cc1
[4] CCc1nc(Nc2ccccc2F)c2oc3ccccc3c2n1
[5] Cc1noc(C)c1C(=O)OCC(=O)N1CCc2ccccc21
[6] COc1ccc(C(=O)CSc2nnc(CNc3ccc(C)cc3C)n2Cc2ccco2)cc1
[7] O=C(NCc1ccc2c(c1)OCO2)c1c(-c2ccccc2)sc2ccccc12
[8] CSc1cccc(Nc2ccc(S(=O)(=O)N3CCOCC3)cc2[N+](=O)[O-])c1
[9] COc1ccc(C(C(=O)NCC2CCCO2)N(C(=O)CNC(=O)c2ccco2)c2cc(C)ccc2C)cc1OC (stereo not drawn)
[10] O=C(N/N=C/c1c(Cl)cccc1Cl)c1ccc(F)cc1

compound no.	1	2	3	4	5	6	7	8	9	10
Tat transport	3	1	1	-2	12	7	-7	-6	11	7
MITF TRPM1 HTS	18	2	x	-1	42	-15	42	1	4	15
SR-BI DiI-HDL act	-21	-43	x	-31	-2	-48	-46	-34	2	-25
Wnt act	20	-2	1	1	6	x	1	-1	-3	1
SR-BI DiI inh	21	43	x	31	2	48	46	34	-2	25
Ecoli viability	-2.4	-0.9	0.7	-0.8	0.1	-1.9	0.4	-1.9	1.6	1.7
phage Ecoli inh	-1.8	3.2	3.5	1.8	1.1	-1.9	-1.7	1.2	-0.1	-0.4
AddAB inh	-1.7	0.3	1.3	-0.9	1.7	-0.4	1.2	-3.0	3.0	2.0
CAL PDZ FP-1	-1.1	-0.2	-2.8	0.2	-1.1	0.0	0.3	-0.4	-1.9	-0.2
CAL PDZ FP-2	0	0	-5	-9	-4	1	-2	-2	-5	-4

[11] Cc1nn(C)c(C(=O)NNC(=S)Nc2ccc(Cl)cc2)c1[N+](=O)[O-]
[12] CCOC(=O)C(Cc1ccc(N)cc1)N1C(=O)c2ccccc2C1=O (stereo not drawn)
[13] COc1ccc(N=C2CCCN2CC(N)=O)cc1
[14] Cc1nn(CC(=O)NCCc2ccc(Cl)cc2Cl)c(C)c1[N+](=O)[O-]
[15] Cc1ccc(S(=O)(=O)c2ncccc2[N+](=O)[O-])cc1
[16] O=C(O)COc1c(Cl)cc(/C=C2/NC(=O)NC2=O)cc1Br
[17] COc1ccc2sc(-c3ccccc3OC)c(-c3ccc(OCCN4CCCC4)cc3)c2c1
[18] C[n+]1cn(CC(O)COCc2ccccc2)c2ccccc21 (stereo not drawn)
[19] COc1cccc(CC(=O)Nc2ncc(C)s2)c1
[20] O=C(Nc1ccc(N2CCOCC2)cc1)C1CCN(S(=O)(=O)c2ccc3c(c2)OCCO3)CC1

compound no.	11	12	13	14	15	16	17	18	19	20
Tat transport	-8	39	-1	-4	2	-4	22	-2	3	-7
MITF TRPM1 HTS	-5	x	-1	0	-75	13	8	-9	-1	-5
SR-BI DiI-HDL act	-7	-16	15	-39	13	3	88*	36	x	3
Wnt act	x	0	x	-4	-7	-2	-8	x	2	0
SR-BI DiI inh	7	16	-15	39	-13	-3	-88	-36	x	-3
Ecoli viability	-1.1	-0.5	-0.4	-0.7	-0.9	0.7	0.2	-1.1	0.8	0.2
phage Ecoli inh	3.0	-0.2	3.1	4.6	0.5	0.8	0.3	3.7	2.8	-0.2
AddAB inh	0.9	2.7	2.5	2.7	1.7	4.4	0.4	0.4	5.1	0.2
CAL PDZ FP-1	x	-0.6	-0.3	-2.7	0.7	x	-0.5	-0.3	-3.6	-1.3
CAL PDZ FP-2	0	-4	-3	-6	0	3	0	x	-3	1

[21] COC(=O)c1c(NC(=O)C2CCCO2)sc2c1CCC2 (stereo not drawn)
[22] N#CCc1nn(-c2ccc(F)cc2)c(N)c1C#N
[23] COc1ccc(CN2CCN(Cc3ccc(C)cc3)C(CCO)C2)cc1OC (stereo not drawn)
[24] CC(C)Cn1c(N2CCN(C(=O)/C=C/c3ccccc3)CC2)nc2ccccc21
[25] COc1cc(S(=O)(=O)NC2CCCC2)ccc1F
[26] CC1=C(C)CC(C(=O)NCCCN2CCCC2=O)C(C(=O)O)C1 (stereo not drawn)
[27] Cc1ccc2[nH]c(=O)c(CNC(C)(C)C)cc2c1
[28] COc1ccc(N2CCN(C(=O)CCc3ccc(S(=O)(=O)NC(C)C)cc3)CC2)cc1
[29] COC(=O)c1onc(-c2c(OC)cc(OC)cc2OC)c1C(=O)OC
[30] COC(=O)C(C(=O)OC)C(C)C(C(=O)OC)C(=O)OC

compound no.	21	22	23	24	25	26	27	28	29	30
Tat transport	-4	-2	-1	12	4	-6	3	3	8	3
MITF TRPM1 HTS	3	-14	-4	-17	1	0	1	-4	-2	7
SR-BI DiI-HDL act	-25	-7	9	-35	8	2	3	-2	9	17
Wnt act	x	6	-1	-1	-3	0	x	-3	-2	x
SR-BI DiI inh	25	7	-9	35	-8	-2	-3	2	-9	-17
Ecoli viability	-2.6	-0.2	-0.4	0.8	0.9	1.6	-0.5	0.9	0.0	-0.8
phage Ecoli inh	4.7	4.3	2.8	0.7	-0.7	0.2	3.5	3.0	3.4	2.5
AddAB inh	-1.1	-3.1	-0.8	3.2	0.3	-1.8	-1.6	1.8	1.7	1.6
CAL PDZ FP-1	-1.4	-1.2	-0.7	-3.9	-1.6	-2.8	-2.3	-2.2	-0.3	0.5
CAL PDZ FP-2	-1	x	-5	2	-1	-4	0	0	0	-1

[31] CCOCC(=O)Nc1nc2ccc(S(C)(=O)=O)cc2s1
[32] Cc1cc(C)c(S(C)(=O)=O)c(Oc2ccc(C(C)(C)C)cc2)n1
[33] S=C(Nc1ccc2c(c1)OCO2)N1CCN(Cc2ccco2)CC1
[34] Cc1ccc(N=Nc2c(O)[nH]c3ccc(F)cc23)cc1
[35] COc1cc(/C=N/NC(=O)c2nc(C)cc(C)n2)ccc1O
[36] c1cnn(Cc2cnc(N3CCOCC3)s2)c1
[37] Cc1ccc(NCc2nnc(SCC(=O)N(Cc3ccccc3)C(C)(C)C)o2)c(C)c1
[38] CCOc1ccc(N2CC(C(=O)NNC(=O)c3ccc(F)cc3)CC2=O)cc1 (stereo not drawn)
[39] Nc1ccc(-c2nc3c(Cl)c(N)ccc3[nH]2)cc1
[40] CC(C)NC(=O)c1ccc(-c2ccc(Cl)c(C(F)(F)F)c2)o1

compound no.	31	32	33	34	35	36	37	38	39	40
Tat transport	5	8	3	-1	2	-2	16	-6	0	-1
MITF TRPM1 HTS	-10	-7	43	x	33	-7	-13	-12	-1	0
SR-BI DiI-HDL act	6	-58	-3	11	-5	2	-16	-2	-5	4
Wnt act	0	x	3	-1	x	1	x	-3	12	x
SR-BI DiI inh	-6	58	3	-11	5	-2	16	2	5	-4
Ecoli viability	0.9	2.7	2.4	2.4	-0.6	0.8	2.0	-1.2	-1.8	1.6
phage Ecoli inh	1.0	0.2	0.7	1.8	1.9	2.2	1.6	1.4	0.6	0.0
AddAB inh	4.1	1.9	-0.8	5.3	-1.6	0.4	0.7	2.1	-1.5	1.0
CAL PDZ FP-1	x	-1.7	-0.1	-0.1	0.4	-1.1	-0.7	-0.3	0.4	-3.7
CAL PDZ FP-2	-15	-1	x	x	0	61*	x	3	-1	x

# Among those listed so far, ten contain an aryl methoxy group:
[6] COc1ccc(C(=O)CSc2nnc(CNc3ccc(C)cc3C)n2Cc2ccco2)cc1
[9] COc1ccc(C(C(=O)NCC2CCCO2)N(C(=O)CNC(=O)c2ccco2)c2cc(C)ccc2C)cc1OC (stereo not drawn)
[13] COc1ccc(N=C2CCCN2CC(N)=O)cc1
[17] COc1ccc2sc(-c3ccccc3OC)c(-c3ccc(OCCN4CCCC4)cc3)c2c1
[19] COc1cccc(CC(=O)Nc2ncc(C)s2)c1
[23] COc1ccc(CN2CCN(Cc3ccc(C)cc3)C(CCO)C2)cc1OC (stereo not drawn)
[25] COc1cc(S(=O)(=O)NC2CCCC2)ccc1F
[28] COc1ccc(N2CCN(C(=O)CCc3ccc(S(=O)(=O)NC(C)C)cc3)CC2)cc1
[29] COC(=O)c1onc(-c2c(OC)cc(OC)cc2OC)c1C(=O)OC
[35] COc1cc(/C=N/NC(=O)c2nc(C)cc(C)n2)ccc1O

compound no.	6	9	13	17	19	23	25	28	29	35
Tat transport	7	11	-1	22	3	-1	4	3	8	2
MITF TRPM1 HTS	-15	4	-1	8	-1	-4	1	-4	-2	33
SR-BI DiI-HDL act	-48	2	15	88*	x	9	8	-2	9	-5
Wnt act	x	-3	x	-8	2	-1	-3	-3	-2	x
SR-BI DiI inh	48	-2	-15	-88	x	-9	-8	2	-9	5
Ecoli viability	-1.9	1.6	-0.4	0.2	0.8	-0.4	0.9	0.9	0.0	-0.6
phage Ecoli inh	-1.9	-0.1	3.1	0.3	2.8	2.8	-0.7	3.0	3.4	1.9
AddAB inh	-0.4	3.0	2.5	0.4	5.1	-0.8	0.3	1.8	1.7	-1.6
CAL PDZ FP-1	0.0	-1.9	-0.3	-0.5	-3.6	-0.7	-1.6	-2.2	-0.3	0.4
CAL PDZ FP-2	1	-5	-3	0	-3	-5	-1	0	0	0

# This is a random part of the collection; any-hit rate near 3.6%.
